Ub-GFP proteasome – proteasome inhibitors stabilizing ubiquitin-GFP reporter; Ubiquitin-GFP reporter cells, proteasome inhibition, GFP fluorescence; response scale: untreated = 0%, 10 µM MG-132 = 100%; Potency, µM (top dose mostly 45.9 µM), inactives show top-dose activation (GFP accumulation), usual class: activators; 67,000 tested, under 10 active; AID 526; active means well fitted activation curve with a large enough effect, not every such curve was filed as active; inconclusive means small, poorly fitted or top-dose-only effect, or another doubt; inactive means no such curve, though single readings can be large or run the other way; further: potency means the concentration at half of the fitted maximal effect
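U2OS cells stably expressing ubiquitin(G76V)-GFP, seeded overnight in 0.5% FBS medium, were exposed to compounds (qHTS, 46 uM to 2.9 nM) for 4 hr at 37 °C. GFP-positive cells were counted by laser cytometry (488 ex/515 em), normalized between basal and 10 uM MG-132.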
ERK AVP inh – vasopressin-driven ERK pathway inhibition. Potency, µM (highest dose often 57.5 µM), without a hit: at the top dose activity, negative = inhibition, most hits filed as inhibitors. 72,000 compounds, 0.99% hits. HEK293-V1b, vasopressin-stimulated pERK AlphaScreen; further: potency means the concentration at half of the fitted maximal effect; on the % scale 0 is the no-effect control and ±100 the full control effect; nearly all actives have a fitted effect of over 55% in size
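qHTS, compounds titrated on V1b-expressing HEK293 cells. Preincubation 30 min at 37C, vasopressin 25 nM for 5 min, lysis 10 min, bead incubation 5 hr at room temperature.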
CRE-bla Fsk – modulators of forskolin-stimulated CRE signaling in CHO cells | Potency, µM (titrated, usually from 38.2 µM), for inactives: at the highest dose activity change, negative = inhibition, actives largely listed as activators | 71,000 compounds, 2.5% hits | AID 662 | CHO CRE-bla reporter (cAMP response element driving beta-lactamase), forskolin EC10, beta-lactamase ratio; active means well fitted activation curve with a large enough effect in the signal ratio, with a control signal flat, not every such curve was filed as active; inconclusive means small, poorly fitted or top-dose-only effect, or effect the other way, or a change in a side signal; the % refers to the signal ratio; further: potency means the concentration at half of the fitted maximal effect; % of control where 0% means no effect
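Beta-lactamase reporter under a cAMP responsive element in CHO cells; compounds tested in titration series against EC10 NKH 477, 3 h at 37 °C. Read-out: CCF4 FRET ratio 460nm/530nm (excitation 405nm) giving %Activity, fitted to AC50.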
4-MU autofl – compounds fluorescent in 4-MU spectral region | max dye-equivalent concentration, M | 59,000 compounds, 11% hits | compound autofluorescence, 340/450 nm, 4-MU equivalents; hits give high values; in the data active means max dye-equivalent concentration above about 10 nM; inconclusive means mostly about 1.1 nM to 9.6 nM
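Intrinsic fluorescence at 340/450 nm (ex/em) was read after 15 min at room temperature in pH 8.0, 100 mM Tris. Each compound concentration expressed as 4-MU-equivalent concentration from a six-point 4-MU standard series on each plate.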
Epigenetic mod – epigenetic GFP locus derepression in mouse cells; mouse C127i GFP locus derepression, cytometry, 30 h; Potency, µM (series often up to 46.1 µM), for inactives: at the highest dose GFP derepression (activation); 68,000 compounds, 0.09% hits; AID 597; further: % of control where 0% means no effect
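Murine C127i mammary cells carrying a silenced, stably integrated CMV-driven GFP reporter were treated with compound for 30 hours at 37 C. After PBS washes, GFP-positive cells were counted by laser-scanning microplate cytometry.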
A350 autofl – A350 region autofluorescence | Compound autofluorescence, 340/450 nm, Alexa 350 dye-equivalents; hits give high values | max dye-equivalent concentration, M | 59,000 compounds, 11% hits; in the data active means max dye-equivalent concentration above about 10 nM; inconclusive means mostly about 1.1 nM to 9.6 nM
TexasRed autofl – Texas Red region autofluorescence | AID 587 | 59,000 compounds, 0.06% hits | max dye-equivalent concentration, M | Compound fluorescence, Texas Red channel, 547/618 nm; hits give high values; in the data active means max dye-equivalent concentration above about 10 nM; inconclusive means between about 1.1 nM and that limit
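Compound titrations in 100 mM Tris pH 8.0 were incubated 15 min at room temperature and read at 547 nm excitation / 618 nm emission. Texas Red six-point standard curve on each plate converted fluorescence to dye-equivalent concentration.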
Fluorescein autfl – compound fluoresces in the fluorescein spectral region. Compound autofluorescence, 480/540 nm, fluorescein-equivalent; hits give high values. AID 593. 59,000 compounds, 0.91% hits. max fluorescein-equivalent concentration, M; in the data active means max fluorescein-equivalent concentration above about 10 nM; inconclusive means between about 1.1 nM and that limit
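Tris 100 mM pH 8.0; 15 min RT; CCD read, ex 480/em 540 nm. Output: fluorescein-equivalent concentration per compound concentration, from six-point dye series on each plate.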
HBB splice mod – modulators of hemoglobin beta chain splicing; AID 925; 65,000 compounds, 0.06% hits; HBB splicing reporter cell assay, activation; EGFP reporter with mutant IVS2-654 intron; response scale: normalised to 500 nM splice-correcting PNA; Potency, µM (titrated, usually from 46.1 µM), inactives show at the top dose activation, hits mostly activators; further: potency means the concentration at half of the fitted maximal effect; 0% is about no effect
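HeLa cells stably expressing EGFP interrupted by mutant beta-globin intron 2 (IVS2-654), 500/well in 2% FCS. Treated with compound for 2 days at 37C. Splicing correction scored as total well GFP intensity (488 nm excitation, 500-520 nm emission); 500 nM antisense PNA served as control.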
FLuc inh – inhibitors of firefly luciferase; P08659; purified firefly luciferase, luminescence, 8 min; Potency, µM (series often up to 57.1 µM), for inactives: at the top dose activity change, negative = inhibition, most hits filed as inhibitors; 72,000 compounds, 2.2% hits; AID 411; further: potency means the concentration at half of the fitted maximal effect; on the % scale 0 is the no-effect control and ±100 the full control effect; nearly all actives have a fitted effect of over 40% in size
Target sequence (P08659 whole entry, looked up): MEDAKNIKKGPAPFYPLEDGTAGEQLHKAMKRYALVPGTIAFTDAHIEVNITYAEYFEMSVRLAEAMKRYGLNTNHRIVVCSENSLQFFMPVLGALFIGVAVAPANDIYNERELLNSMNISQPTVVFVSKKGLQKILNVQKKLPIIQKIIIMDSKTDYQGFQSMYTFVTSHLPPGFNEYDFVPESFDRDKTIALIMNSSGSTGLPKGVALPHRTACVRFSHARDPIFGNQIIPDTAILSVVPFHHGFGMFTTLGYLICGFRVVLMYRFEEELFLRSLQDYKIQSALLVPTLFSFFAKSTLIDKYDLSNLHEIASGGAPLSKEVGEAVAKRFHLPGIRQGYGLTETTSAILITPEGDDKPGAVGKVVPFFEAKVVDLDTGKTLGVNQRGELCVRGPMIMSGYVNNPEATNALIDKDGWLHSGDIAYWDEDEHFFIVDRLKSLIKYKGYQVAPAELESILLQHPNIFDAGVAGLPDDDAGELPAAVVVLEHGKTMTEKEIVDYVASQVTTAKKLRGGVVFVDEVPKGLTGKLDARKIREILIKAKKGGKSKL
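Titration-based qHTS; buffer 50 mM imidazole pH 7.2, 50 mM KCl, 7 mM MgCl2, 10 uM ATP, 0.01% Tween 20, 0.05% BSA; luciferase/luciferin detector mix added after compound; 8 min, ambient; luminescence.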
Hsp90 Hop PPI – changes Hsp90-Hop TPR2A binding signal, up or down; Potency, µM (highest dose often 57 µM), without a hit: at the top dose activity change, negative = inhibition; AlphaScreen TPR2A-His6 binding biotin-Hsp90 C-terminal peptide; AID 595; 71,000 compounds, 0.44% hits; active means well fitted curve in either direction with a large enough effect; inconclusive means small, poorly fitted or top-dose-only effect, or another doubt; further: potency means the concentration at half of the fitted maximal effect; on the % scale 0 is the no-effect control and ±100 the full control effect; many of its hits are not listed in these tables
* marks the source's active call; other numbers are inactive results; i = inactive; ? = inconclusive; nt = not tested or not shown; [ ] = remark or other dose. Unless noted, the call rests on the fitted dose curve; in most records, active means well fitted curve in the direction sought with a large enough effect; inconclusive means small, poorly fitted or top-dose-only effect, or another doubt; inactive means no such curve, though single readings can be large; an effect the other way counts as inactive or inconclusive. A portion of the library. The share of hits here may be higher or lower than overall.

SMILES | Ub-GFP proteasome | ERK AVP inh | CRE-bla Fsk | 4-MU autofl | Epigenetic mod | A350 autofl | TexasRed autofl | Fluorescein autfl | HBB splice mod | FLuc inh | Hsp90 Hop PPI
O=C(NC1CCCCC1)c1cccnc1C(=O)O | -3% | 3% | -6% | i | 4% | i | i | i | -0.4% | 1% | ?
COc1cccc(C(=O)Nc2ccc(-c3nc4ccccc4o3)c(O)c2)c1 | 4% | -18% | 8% | nt | 0% | nt | nt | nt | 0.4%[9.22 µM] | -2% | 7%
O=C(c1cc2ccccc2oc1=O)N(Cc1ccco1)CC1CCCO1 (stereo unspecified) | -1% | 1% | 6% | i | -2% | ? | ? | i | 0.7% | 4% | 1%
O=C(NCc1cccnc1)c1ccc(CS(=O)(=O)c2ccc(Br)cc2)o1 | 2% | 4% | 1% | nt | nt | nt | nt | nt | 0.2% | 4% | -2%[2.3 µM]
C=CCNC(=O)COc1ccc(Br)cc1Cl | -3% | -14% | -2% | nt | 5% | nt | nt | nt | -4.8% | -26% | -1%
Cc1ccccc1C1=NC(c2ccc(F)cc2F)ON1 (stereo unspecified) | 0% | 15% | -15% | ? | -2% | ? | ? | i | -2.5% | -29% | 12%
COc1ccc(OC)c(C(=O)COC(=O)C2CC3CCCC(C2)C3=O)c1 (stereo unspecified) | 7% | -29% | 7% | i | -1% | i | i | i | 1.3%[57.5 µM] | -2% | 1%
Cn1c(=O)cc(OCCCC(=O)NC2CCCC2)c2ccccc21 | 1% | 9% | 19% | i | 0% | i | i | i | -4.2% | 1% | 3%
O=C(CSCc1ccc(Cl)cc1)NCC1CCCO1 (stereo unspecified) | -7% | 0% | 0% | nt | 0% | nt | nt | nt | -2.3% | 0% | -6%
Nc1ccc(-c2nnc(-c3ccc(-c4ccccc4)cc3)o2)cc1 | -2% | 26% | ? | 1.7e-07M* | 2% | 3e-07M* | i | ? | -0.2%[57.5 µM] | -12% | 12%
CCOC(=O)c1[nH]c(C)c(/C(O)=C2\C(=O)C(=O)N(CCN(C)C)C2c2cccc(OC)c2OC)c1C (stereo unspecified) | 0% | -4% | 4% | i | 6% | ? | i | i | -0.5%[57.5 µM] | 5% | -3%
c1cncc(-c2nnc(C3CCCCC3)o2)c1 | 4% | -6% | 14% | i | -1% | i | i | i | 0.0%[57.5 µM] | 3% | 0%
Cc1nc(CSc2nnc3scc(-c4ccc(Cl)cc4)n23)cs1 | -4% | -16% | ? | i | 0% | i | i | i | 3.0% | 3% | -3%
O=C(CCN1c2ccccc2Sc2ccccc21)OCc1nnc(-c2ccccc2)o1 | -4% | 37% | ? | i | 1% | i | i | i | -1.9% | 2% | ?
Cc1cc(C)cc(CC2CC(=O)N(c3ccc4c(c3)OCCO4)C2=O)c1 (stereo unspecified) | 9% | -22% | 2% | i | -5% | i | i | i | -0.4% | -1% | 3%
Cc1ccccc1S(=O)(=O)Cc1ccc(C(=O)N2CCN(C3CCCCC3)CC2)o1 | -12% | -14% | -12% | nt | 7% | nt | nt | nt | -0.4% | 2% | -2%
Cc1cc(C)c2c(=O)n(CC(=O)NCCCN3CCOCC3)sc2n1 | -9% | -8% | -19% | nt | 5% | nt | nt | nt | 0.7% | 13µM* | 0%
COc1ccc(NC(=O)Nc2nnc(N3CCCCC3C)s2)cc1OC (stereo unspecified) | -11% | 9% | ? | nt | nt | nt | nt | nt | -1.5% | 16µM* | ?
CC1(C)Cc2c(c(N3CCOCC3)nc3sc4c(=O)[nH]cnc4c23)CS1 | nt | nt | nt | 1.5e-08M* | -4%[20.6 µM] | 1.9e-08M* | i | ? | nt | 2%[25.5 µM] | nt
CCn1cc(C(=O)NCCN(C)CCc2ccccc2)c(=O)c2cc(S(=O)(=O)N(C)C)ccc21 | 11% | -2% | ? | i | 0% | i | i | ? | -1.5% | -1% | -1%
CCC(=O)Nc1ccc(NC(=O)C23CC4CC(CC(C4)C2)C3)cn1 | -1% | -22% | 7% | i | -2% | i | i | i | nt | 0% | 1%
O=S(=O)(c1ccccc1)c1nc(-c2ccccc2)oc1NCc1cccnc1 | 0% | -8% | 9% | i | -2% | i | i | ? | -6.9% | -36% | -3%
CC(C)(Oc1ccc(Cl)cc1)C(=O)NCc1ccco1 | 6% | -3% | -21% | nt | 0% | nt | nt | nt | -1.3% | 0% | -2%
Clc1ccccc1-c1nnc2sc(-c3ccco3)nn12 | nt | nt | nt | i | -2%[20.6 µM] | i | i | i | nt | 1%[25.5 µM] | nt
CCN(CC)CC(O)Cn1c2ccccc2c2ccccc21 (stereo unspecified) | 3% | 4% | 5% | nt | -2% | nt | nt | nt | 0.0% | 4% | -4%
Next results
SMILES | Ub-GFP proteasome | ERK AVP inh | CRE-bla Fsk | 4-MU autofl | Epigenetic mod | A350 autofl | TexasRed autofl | Fluorescein autfl | HBB splice mod | FLuc inh | Hsp90 Hop PPI
O=c1o[nH]c(-c2ccccc2)c1C1=NCCCCC1 | 12% | 22% | 14% | 1.1e-05M* | 0% | 1.1e-05M* | i | ? | -0.4%[57.5 µM] | -1% | -1%
COCc1cc(C)nc2sc3c(=O)n(Cc4ccco4)nnc3c12 | 5% | -1% | 21% | nt | -3% | nt | nt | nt | -0.4% | -7% | -2%
CCOC(=O)Nc1ccc(C)cc1Br | 10% | 10% | 10% | i | -3% | ? | i | ? | 7.2% | 2% | 0%
CC1=CS/C(=C(/C#N)C(=O)N2CCOCC2)N1c1ccccc1 | -4% | -4% | ? | nt | 0% | nt | nt | nt | -0.6%[9.22 µM] | 2% | -1%
CCOC(=O)N1CCN(Cc2c(F)cccc2Cl)CC1 | ? | 10% | 0% | nt | -2% | nt | nt | nt | -1.9%[9.22 µM] | 0% | -1%
COc1ccc(Cn2c(-c3ccco3)nc3oc4cc(OC)ccc4c(=O)c3c2=O)cc1 | 3% | -15% | 6% | i | 2% | ? | i | ? | 2.6% | 1% | -3%
C=CCNc1oc(-c2ccc(OC)cc2)nc1C#N | 1% | ? | ? | ? | 0% | ? | i | i | -0.7% | -23% | -4%
Cc1cc(C)nc(NC(=O)Cc2cccs2)n1 | -3% | 2% | -4% | i | -3% | i | i | i | nt | 4% | -1%
CCOC(=O)Cc1csc(NC(=O)CSc2nnc(C(C)C)n2CC)n1 | -6% | -15% | 4% | i | 0% | ? | i | i | nt | 2% | -1%
C[C@H](N)C(=O)OC(C)(C)Cc1ccc(Cl)cc1 | 0% | 11% | -3% | i | -1% | i | i | ? | 0.8% | 0% | -7%
COc1cc2[nH]c(=O)n(CCC(=O)N3CCN(c4cc(Cl)ccc4C)CC3)c(=O)c2cc1OC | 2% | 17% | 4% | i | 2% | i | i | i | 1.2% | 2% | -1%
CC(=O)Nc1nonc1C(=O)N1CCC(C)CC1 | -2% | -7% | ? | i | -5% | i | i | ? | 0.8% | 0% | -1%
CC1CN(Cc2nc3c(c(=O)n(C)c(=O)n3C)n2CCN2CCOCC2)CC(C)O1 (stereo unspecified) | 0% | 44%[activator] | ? | i | 2% | i | i | i | -0.8%[1.84 µM] | 4% | ?
CN1[C@H](CC(=O)c2ccccc2)CCC[C@H]1C[C@H](O)c1ccccc1 | -4% | 10% | -29% | nt | 0% | nt | nt | nt | nt | 1% | 3%

Of the compounds above, 7 have an aryl methoxy group:
SMILES | Ub-GFP proteasome | ERK AVP inh | CRE-bla Fsk | 4-MU autofl | Epigenetic mod | A350 autofl | TexasRed autofl | Fluorescein autfl | HBB splice mod | FLuc inh | Hsp90 Hop PPI
COc1cccc(C(=O)Nc2ccc(-c3nc4ccccc4o3)c(O)c2)c1 | 4% | -18% | 8% | nt | 0% | nt | nt | nt | 0.4%[9.22 µM] | -2% | 7%
COc1ccc(OC)c(C(=O)COC(=O)C2CC3CCCC(C2)C3=O)c1 (stereo unspecified) | 7% | -29% | 7% | i | -1% | i | i | i | 1.3%[57.5 µM] | -2% | 1%
CCOC(=O)c1[nH]c(C)c(/C(O)=C2\C(=O)C(=O)N(CCN(C)C)C2c2cccc(OC)c2OC)c1C (stereo unspecified) | 0% | -4% | 4% | i | 6% | ? | i | i | -0.5%[57.5 µM] | 5% | -3%
COc1ccc(NC(=O)Nc2nnc(N3CCCCC3C)s2)cc1OC (stereo unspecified) | -11% | 9% | ? | nt | nt | nt | nt | nt | -1.5% | 16µM* | ?
COc1ccc(Cn2c(-c3ccco3)nc3oc4cc(OC)ccc4c(=O)c3c2=O)cc1 | 3% | -15% | 6% | i | 2% | ? | i | ? | 2.6% | 1% | -3%
C=CCNc1oc(-c2ccc(OC)cc2)nc1C#N | 1% | ? | ? | ? | 0% | ? | i | i | -0.7% | -23% | -4%
COc1cc2[nH]c(=O)n(CCC(=O)N3CCN(c4cc(Cl)ccc4C)CC3)c(=O)c2cc1OC | 2% | 17% | 4% | i | 2% | i | i | i | 1.2% | 2% | -1%
